Compound activity deposited in PubChem BioAssay by Sanford-Burnham Center for Chemical Genomics.
TAG inh = reduces triacylglycerol accumulation in H9c2 cells | Nile Red lipid (TAG) fluorescence; cells loaded with 200 µM oleic acid | AID 651582 | inhibition, % at 12.5 µM | hit rate 0.66% among 230,000;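 active means pattern-corrected inhibition of lipid staining of at least 50% with the nuclear-stain viability signal not falling by more than 50%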;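 further: 0% = DMSO wells and 100% = triacsin C control wells; some results filed as inactive read as strong as hits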
TAG inh DAPI viability = recorded beside TAG inh, whose call it bears; DAPI nuclei signal change (viability), lower = more cytotoxic, %;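 whole-well DAPI fluorescence read on a plate reader as a viability signal; minus 50 percent equals half of cells still viable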
Active calls of the source: *; i = inactive. Only part of the results is shown; rates above refer to the full screens.

canonical_smiles | TAG inh | TAG inh DAPI viability
O=C(Nc1ccccc1C(=O)Nc1nnc(C(F)(F)F)s1)c1ccccc1 | -8 | -18
CC(=O)c1ccc(NC(=O)C(C)NCc2ccc(Cl)cc2)cc1 (stereo not given) | 1 | 18
N#CCC(=O)Nc1ccccc1C(=O)O | -1 | 4
CN(C)S(=O)(=O)c1cccc(NC(=O)COC(=O)c2cc(=O)c3ccccc3o2)c1 | 10 | -6
CC1=C(C(=O)OCCOC(C)C)C(c2cccc3ccccc23)NC(=O)N1 (stereo not given) | -5 | -4
Cc1ccc(C(=O)CCC(=O)Nc2cccnc2)cc1C | 19 | -9
CCC/C(O)=C1\C(=O)CC(c2ccccc2)CC1=NCCc1c(C)[nH]c2ccc(C)cc12 (stereo not given) | 13 | -3
O=c1c2ccccc2oc2cc(NCCCN3CCOCC3)ccc12 | 7 | i
Cc1onc(-c2c(Cl)cccc2Cl)c1C(=O)Nc1ccc(N2CCOCC2)cc1 | -2 | -11
C[C@H]1CN([C@@H](C)CO)C(=O)CCCn2cc(nn2)CO[C@@H]1CN(C)C(=O)Nc1ccc(N2CCN(C)CC2)cc1 | -2 | -5
Cc1cc(N2CCCCC2)nc2c(C)cccc12 | -6 | 6
COc1cccc(/C(C)=N/Nc2ncc(Cl)cc2Cl)c1 | -14 | 3
Cc1cc(C)c2nc(SCC(=O)NC(=O)c3cccn3C)cc(C)c2c1 | 2 | 0
CC(=O)c1cc(-c2ccccc2)n(CC(=O)Nc2cccc(C)c2C)c1C | -15 | -7
COc1cc(OC)c(C(=O)Nc2ccc3ccccc3c2)cc1OC | -5 | -2
Cc1cccc(C(=O)Nc2ccc(N3CCN(S(C)(=O)=O)CC3)cc2)c1 | -3 | -1
O=C(Nc1ccc(S(=O)(=O)NCCc2ccccc2)cc1)c1ccncc1 | -7 | -10
CN1C(=O)CC(C(=O)O)SC1=Nc1cccc(C(F)(F)F)c1 (stereo not given) | 1 | 7
c1ccc(-c2nc3ccccc3nc2N2CCOCC2)cc1 | 4 | -5
COc1ccccc1NC(=O)/C(C#N)=C/c1c(C)nn(-c2ccc(F)cc2)c1Cl | -6 | -4
Cc1ccc(C(=O)COC(=O)CN2C(=O)C3CC=CCC3C2=O)cc1[N+](=O)[O-] (stereo not given) | -4 | 17
CCOc1cc(/C=N/NC(=S)Nc2ccccc2C(F)(F)F)ccc1OCC(=O)N1CCOCC1 | -6 | 7
Cc1cc(NC(=O)c2cc3n(n2)C(C(F)(F)F)CC(c2ccco2)N3)n(-c2ccccc2)n1 (stereo not given) | 20 | -14
CC(C)(C)OC(=O)N1CCCC(C(=O)Nc2ccc(C(=O)N3CCOCC3)cc2)C1 (stereo not given) | 0 | 5
CCN(CC(=O)Nc1ccc(NC(C)=O)cc1)C(=O)c1cccc(Oc2ccccc2)c1 | 5 | -3
O=C(Cn1c(=O)cnc2ccccc21)Nc1cc(Cl)ccc1N1CCOCC1 | -8 | -2
COC(=O)c1cc(S(=O)(=O)Nc2cccc(OC)c2)cn1C | -22 | -4
Cc1[nH]c2ccccc2c1CCN(Cc1cccnc1)C(=S)Nc1ccc(F)cc1 | 0 | -1
CCC1(CC)C(=O)C(C)(C)C(=O)OC1c1ccccn1 (stereo not given) | 7 | -10
COc1ccc(NC(C)=O)cc1S(=O)(=O)NCc1ccc2c(c1)OCO2 | 9 | -8
CCN(CC)CCCCCCCCOC(=O)c1cc(OC)c(OC)c(OC)c1 | 12 | 14
CCC(C(=O)Nc1nc(C)cs1)c1ccccc1 (stereo not given) | 9 | -2
CCOc1cc2c(cc1OCC)C(C(=O)O)C(c1ccc(OC)c(O)c1)N(C)C2=O (stereo not given) | -18 | 3
O=C(N/N=C\c1cc(Br)c(Br)o1)C1COc2ccccc2O1 (stereo not given) | -28 | -10
CN(C)c1ccc(S(=O)(=O)NCC(=O)N2CCN(c3ccccc3)CC2)cc1[N+](=O)[O-] | -9 | -2
C[C@@H]1CCC[C@H](C)N1Cc1nc(Cc2ccccc2Cl)no1 | 7 | 22
CCN(C(=O)COC(=O)CCC1CCCC1)c1c(N)n(Cc2ccccc2)c(=O)[nH]c1=O | 0 | -2
COc1ccc(Nc2nc(OC)nc(N3CCN(c4ccc(OC)cc4)CC3)n2)cc1 | -43 | -8
COc1cccc(/C=N/NC(=O)CN2CC(c3ccccc3)CC2=O)c1OC (stereo not given) | 11 | 3
COc1ccc(C2C(C(=O)N3CCC(C)CC3)c3ccccc3C(=O)N2C)cc1 (stereo not given) | -6 | 4
CCN1C(=O)[C@H]2[C@@H](c3ccc(OC)cc3)N[C@]3(CCCN(Cc4ccc(F)cc4)C3=O)[C@H]2C1=O | -16 | 7
CC1SCC(=O)N(CC(=O)NCCc2ccccc2)C1=O (stereo not given) | 8 | -5
CCOc1cc(N2CCOCC2)c(OCC)cc1NC(=O)Cn1cnc2c(=O)n(C)c(=O)n(C)c21 | 6 | -3
Cc1ccc(-c2csc(NC(=O)C3CC(=O)N(Cc4ccco4)C3)n2)cc1 (stereo not given) | 23 | -17
Cc1cccc(NC(=S)N2CCCCCC2)c1C | -4 | -3
CC(C)(C)[C@H]1COC(=O)[C@@H](Cc2ccc(F)cc2)CC/C=C/C[C@@H](CC(=O)N[C@H](CO)Cc2ccccc2)C(=O)N1 | -2 | 0
COc1ccc(NC(=O)C(=O)NNC(=O)COc2ccc(Cl)cc2)c(OC)c1 | -9 | 5
Cc1c(NC(=O)CSc2nnc(-c3ccccc3F)o2)c(=O)n(-c2ccccc2)n1C | -19 | 5
CCN(CC)C(=O)C(=O)Nc1cc(C(F)(F)F)ccc1Cl | -19 | 0
CCOc1nc2ccccc2cc1/C=C/C(=O)O | 5 | 5
Cc1nccc(-c2cccc(NC(=O)c3ccccc3Cl)c2)n1 | 8 | -9
CC(C)c1cccc(-c2csc(C(O)c3cccc(Cl)c3)n2)c1 (stereo not given) | -3 | 4
Cc1onc(-c2ccccc2)c1C(=O)NCCc1ccncc1 | -10 | -5
CC(=O)OCCOCn1cnn2c(=O)c(Br)c(C)nc12 | 4 | 5
CCc1nc(OCCN(CC)CC)c2oc3ccccc3c2n1 | 16 | 5
O=C(COC(=O)c1cc(Br)ccc1O)NNC(=O)c1ccc(Cl)cc1 | -3 | -3

Other entries
canonical_smiles | TAG inh | TAG inh DAPI viability
COc1cc(/C=C/C(=O)O)ccc1OS(=O)(=O)c1c(C)c(C)cc(C)c1C | 7 | -4
O=C(CN1C(=O)NC2(CCCCCCC2)C1=O)NCc1ccc2c(c1)OCO2 | -10 | 7
O=[N+]([O-])c1ccc(Oc2cccc3cccnc23)c([N+](=O)[O-])c1 | -5 | 3
CCCc1cc(=O)[nH]c(SCC(=O)N(Cc2ccccc2)C(C)C)n1 | 1 | -6
CCNc1nc(OC)nc(SCC(N)=O)n1 | 0 | -2
Cc1ccc(N=N/C(=C\O)C(=O)c2ccncc2)cc1 | -4 | 3
Cn1c(=O)c2nc(-c3ccccc3)oc2c2ccccc21 | 7 | -2
CCOC(=O)Cc1cc(=O)n(-c2nc3ccccc3s2)[nH]1 | 11 | -6
CSCCC(NC(=O)c1cc(S(=O)(=O)N2CCOCC2)ccc1C)c1nc2ccccc2[nH]1 (stereo not given) | -7 | 3
COCCCn1c(=O)c2sccc2n(Cc2cccc(C)c2)c1=O | -6 | -1
O=C(Nc1ccccc1)c1cc(C2CCCN(C(=O)c3cccs3)C2)on1 (stereo not given) | 5 | 0
CCCN(CC(=O)Nc1ccccc1OC)C(=O)c1nc2nc(C)ccn2n1 | -9 | -7
Cc1ccc(S(=O)(=O)N2CCC(C(=O)OCc3ccccc3)CC2)cc1C | -9 | -2
CC1(C(=O)NCCN2CCOCC2)C=CCN1C(=O)c1ccccc1 (stereo not given) | -6 | 6
Cc1nn(-c2ccc(C(=O)O)cc2)c(=O)c2ccccc12 | 8 | -9
O=c1oc2cc(Cl)ccc2n1CSc1nc2ccccc2s1 | -6 | 0
CN1CCN(c2ccc(S(=O)(=O)N3CCOCC3)cc2NC(=O)C2CCCCC2)CC1 | 27 | 2
O=C(Nc1ccccc1Cl)Nc1cccnc1Cl | -9 | 16
COc1cc2cc(-c3ccc(OC)c(OC)c3C)nc(N)c2cc1OC | 43 | -26
Cc1ccc(N2CC(NC(=O)C(=O)c3c(C)[nH]c4ccccc34)CC2=O)cc1C (stereo not given) | 6 | -3
COc1ccc(NC(=O)N(C)C[C@H]2Oc3ccc(NC(=O)NC4CCCCC4)cc3C(=O)N([C@H](C)CO)C[C@@H]2C)cc1 | -10 | -2
O=C(O)c1ccc(S(=O)(=O)N(Cc2cccs2)CC2CCCO2)cc1 (stereo not given) | 5 | -2
Cc1cccc(-n2nnnc2SCC(=O)NCCN2C(=O)CSC2=O)c1 | 13 | 6
Cc1ccc(CONC(=O)c2cccc([N+](=O)[O-])c2)cc1 | 10 | -16
COc1ccc(-c2cc(C(F)(F)F)n3nc(C(=O)N4CCOCC4)c(Cl)c3n2)cc1 | 8 | -7
CC(C)NC(=O)c1ccc2sc([C@@H]3O[C@H](CO)[C@H](O)[C@H](O)[C@H]3O)nc2c1 | -10 | 4
CC1(C)CC(NC(=O)CSc2ccccc2)CC(C)(C)N1 | 5 | -2
CCc1nc(NCc2cccs2)c2nnn(Cc3ccccc3)c2n1 | -54 | 1
O=C(COC(=O)CCCN=C1NS(=O)(=O)c2ccccc21)NC(=O)NC1CCCC1 | 1 | 3
CCCCC1OC23CCCCC2C(C#N)(C(=N)O3)C1(C#N)C#N (stereo not given) | -1 | 5
COc1ccccc1N(C)S(=O)(=O)c1ccc(C)c(C(=O)NCc2ccccn2)c1 | -3 | 4
O=C(c1ccc(S(=O)(=O)N2CCCCC2)cc1)N(c1ccccn1)C1CCCCC1 | -15 | 4
Nc1cccc2c1C(=O)N(C(=O)/C=C/c1cccc(Br)c1)C2=O | 15 | -1
N/C(=N\N=C\c1cccc([N+](=O)[O-])c1)c1nonc1N | -12 | -1
CCC(=O)N(Cc1cc2cc(OC)ccc2[nH]c1=O)c1ccccc1OC | 6 | 5
COc1cc2ccc(CC(N)=O)cc2cc1OC | -6 | -5
C[C@@H]1CN([C@H](C)CO)C(=O)CCCn2nncc2CO[C@H]1CN(C)S(=O)(=O)c1ccccc1 | -5 | -3
CCCCCn1c(=O)[nH]c2cc(C(=O)NCCCN3CCC(C)CC3)ccc2c1=O | 24 | 3
C[C@H](NC(=O)c1nc[nH]c1C(=O)N1CCc2ccccc2C1)c1ccccc1 | 4 | -2
CCOC(=O)N/N=C(\c1ccccc1)C(O)c1ccccc1 (stereo not given) | -10 | 1
N=c1n(CCOc2ccccc2)c2ccccc2n1CCN1CCOCC1 | 6 | -6
COC(=O)c1ccccc1NC(=O)Cc1ccccc1OC | -3 | 11
CCOC(=O)N1CCN(c2c(NCCCN(C)c3ccccc3)c(=O)c2=O)CC1 | -16 | 3
CCCc1cc(=O)oc2cc(OCc3nn[nH]n3)ccc12 | -1 | 3
Cc1noc(C)c1NC(=O)N(C)C[C@@H]1OCc2cnnn2CCCC(=O)N([C@H](C)CO)C[C@@H]1C | 4 | -7
Cc1cc(/C=C2\SC(=S)NC2=O)c(C)n1-c1ccc(O)cc1 | 12 | -2
COc1cc(OC)c(NC(=O)CC(=O)Nc2cc(Cl)c(OC)cc2OC)cc1Cl | 1 | 3
COc1ccc(OC)c(NC(=O)CCCc2ccccc2)c1 | -8 | 8

6 entries picked at random from those above:
canonical_smiles | TAG inh | TAG inh DAPI viability
Cc1nccc(-c2cccc(NC(=O)c3ccccc3Cl)c2)n1 | 8 | -9
O=C(Nc1ccccc1C(=O)Nc1nnc(C(F)(F)F)s1)c1ccccc1 | -8 | -18
CCC1(CC)C(=O)C(C)(C)C(=O)OC1c1ccccn1 (stereo not given) | 7 | -10
Cc1cccc(-n2nnnc2SCC(=O)NCCN2C(=O)CSC2=O)c1 | 13 | 6
CCN(CC)C(=O)C(=O)Nc1cc(C(F)(F)F)ccc1Cl | -19 | 0
CCOc1cc(/C=N/NC(=S)Nc2ccccc2C(F)(F)F)ccc1OCC(=O)N1CCOCC1 | -6 | 7

Following part:
canonical_smiles | TAG inh | TAG inh DAPI viability
Cc1cc(C)c2c(C)nn(-c3ccccc3)c2n1 | -12 | 3
COC(=O)CCC(=O)NC(=S)Nc1sc(C)c(C)c1C(N)=O | 43 | -8
CCN1CCN(C(=S)NC(=O)c2cc(OC)c(OC)c(OC)c2)CC1 | 16 | -6
CCOC(=O)C1=C(C)NC2(O)c3ccccc3C(=O)C12O (stereo not given) | -18 | 11
Cc1cc([N+](=O)[O-])nn1CC(=O)NCc1cccs1 | 0 | -9
CCN1C(=O)[C@H]2[C@@H](c3ccc(Cl)cc3)N3C(=O)CN(CCOC)C(=O)[C@@]3(Cc3ccccc3)[C@H]2C1=O | 4 | 1
CCCc1nnc(SCC(=O)N2CCCCC2)n1CCCOC | -3 | 21
COc1ccccc1Nc1nc(-c2ccccc2O)nc2ccccc12 | 30 | 4

A draw from above in order of molar mass, ascending.
canonical_smiles | TAG inh | TAG inh DAPI viability
Cc1cc([N+](=O)[O-])nn1CC(=O)NCc1cccs1 | 0 | -9
COC(=O)CCC(=O)NC(=S)Nc1sc(C)c(C)c1C(N)=O | 43 | -8
CCN1CCN(C(=S)NC(=O)c2cc(OC)c(OC)c(OC)c2)CC1 | 16 | -6

Continued.
canonical_smiles | TAG inh | TAG inh DAPI viability
CN1Cc2cc(C(=O)c3ccccc3O)cnc2NC1=O | -4 | 2
O=C(CSc1ccccc1)N1CCN(c2ccccc2)CC1 | -14 | -5
O=C(O)C(C(O)c1ccccc1)[n+]1ccccc1 (stereo not given) | -14 | -1
COc1cccc(CNC(=O)CN2C(=O)NC(Cc3ccccc3)(c3ccccc3)C2=O)c1 (stereo not given) | 1 | 4
Cc1ccc(N(C)S(=O)(=O)c2cccc(C(=O)Nc3ccc(N4CCOCC4)cc3)c2)cc1 | -9 | 4
Cc1nc(NC(=O)CSc2nnc(C)n2CC2CCCO2)sc1C (stereo not given) | 13 | -2
CCCCSc1ncnc2[nH]ncc12 | -5 | 0
CCOC(=O)c1[nH]cc(-c2ccccc2)c1N1CCOCC1 | -7 | -4
